From PubChem
PAD4 inh: blocks human protein arginine deiminase 4 | inhibition, % at 6.36 µM | actives 0.41% (n = 330,000) | Q9UM07 | recombinant PAD4, RCA probe fluorescence polarization;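 active = percent inhibition above a cutoff equal to the mean of all tested compounds plus 3 SD, cut at about 15% in these data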;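 note: 0% = PAD4 with RCA probe and DMSO and 100% = probe without PAD4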
LYPLA2 inh: LYPLA2 (human) inhibition in PME1 counter-screen; recombinant LYPLA2, FP-Rh probe fluorescence polarization; inhibition, % at 5.9 µM; actives 0.38% (n = 320,000); AID 2177;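 active = inhibition above the screen-wide mean plus 3 SD, limit set per campaign, cut at about 26% in these data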;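 note: 0% = LYPLA2 with DMSO and 100% = wells lacking LYPLA2 enzyme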
Target sequence (O95372 whole entry, looked up): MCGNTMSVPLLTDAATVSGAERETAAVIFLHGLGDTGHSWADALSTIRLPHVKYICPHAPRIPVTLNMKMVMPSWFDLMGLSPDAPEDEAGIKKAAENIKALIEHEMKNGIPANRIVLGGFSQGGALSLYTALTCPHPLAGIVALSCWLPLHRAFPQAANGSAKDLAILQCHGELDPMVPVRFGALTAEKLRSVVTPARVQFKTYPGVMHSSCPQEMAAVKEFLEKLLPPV
PAFAH1B3 FP inh: PAFAH1B3 (human) inhibition; inhibition, % at 3.39 µM; Q15102; recombinant PAFAH1B3, FP-rhodamine probe, fluorescence polarization; actives 0.28% (n = 340,000);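 active = inhibition above the screen-wide average of all tested compounds plus 3 SD, cut at about 25% in these data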;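 note: 0% = enzyme with DMSO only and 100% = wells lacking PAFAH1B3 protein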
Target sequence (Q15102 whole entry, looked up): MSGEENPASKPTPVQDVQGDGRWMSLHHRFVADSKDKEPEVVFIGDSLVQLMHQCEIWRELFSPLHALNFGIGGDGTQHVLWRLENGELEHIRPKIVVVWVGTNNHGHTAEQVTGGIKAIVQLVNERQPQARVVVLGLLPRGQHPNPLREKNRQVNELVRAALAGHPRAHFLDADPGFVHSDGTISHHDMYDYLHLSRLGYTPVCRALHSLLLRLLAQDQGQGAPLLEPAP
EBNA-1 inh: blocks EBNA-1 binding to DNA; EBNA-1 DNA binding, fluorescence polarization; inhibition, % at 14.8 µM; AID 1950; actives 0.34% (n = 300,000); in the data active = inhibition above about 28%
PAFAH2 FP inh: inhibitors of human PAFAH2 | recombinant PAFAH2, FP-rhodamine activity probe, fluorescence polarization | actives 0.99% (n = 340,000) | inhibition, % at 3.39 µM | Q99487;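 active = inhibition above the mean over all tested compounds plus 3 SD, cut at about 30% in these data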;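 note: inhibitors block probe labeling of enzyme so polarization drops; 0% = enzyme with DMSO and 100% = wells lacking PAFAH2 protein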
PREPL inhibitor: inhibits the human prolyl oligopeptidase-like enzyme; Q4J6C6; recombinant PREPL, fluorescence polarization activity-based probe; inhibition, % at 5.96 µM; actives 0.68% (n = 320,000); in the data active = inhibition above about 43%;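 note: 0% = enzyme with DMSO and 100% = wells lacking enzyme; many of its hits are not listed in these tables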
GSTO1 inh: blocks human GSTO1 in RBBP9 counter-screen. P78417. recombinant GSTO1, activity-based probe fluorescence polarization. actives 1.1% (n = 300,000). inhibition, % at 5.96 µM;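 active = inhibition above the campaign mean inhibition plus 3 SD, cut at about 35% in these data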;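 note: 0% = GSTO1-1 with DMSO and 100% = wells lacking GSTO1-1 enzyme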
Target sequence (P78417 whole entry, looked up): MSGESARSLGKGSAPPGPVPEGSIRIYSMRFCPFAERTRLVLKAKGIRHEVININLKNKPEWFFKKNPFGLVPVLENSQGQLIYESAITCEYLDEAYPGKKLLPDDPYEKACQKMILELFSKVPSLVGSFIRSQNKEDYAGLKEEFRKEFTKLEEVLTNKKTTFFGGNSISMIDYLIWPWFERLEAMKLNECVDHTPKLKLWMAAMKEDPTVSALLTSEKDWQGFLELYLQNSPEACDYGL
ZTA DNA inh: ZTA (EBV) inhibition in EBNA-1 counter-screen; inhibition, % at 11 µM; P03206; ZTA-DNA binding, fluorescence polarization; actives 0.15% (n = 320,000); AID 2234; in the data active = inhibition above about 33%
LYPLA1 counter: blocks human lysophospholipase 1, a PME1 counter-screen; O75608; recombinant LYPLA1, FP-Rh probe fluorescence polarization; inhibition, % at 5.9 µM; actives 0.16% (n = 320,000); AID 2174;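 active = inhibition above the mean of all tested compounds plus 3 SD, set per campaign, cut at about 14% in these data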;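 note: inhibitors block serine hydrolase probe labeling of LYPLA1 so polarization falls; 0% = enzyme with DMSO and 100% = wells lacking LYPLA1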
Target sequence (O75608 whole entry, looked up): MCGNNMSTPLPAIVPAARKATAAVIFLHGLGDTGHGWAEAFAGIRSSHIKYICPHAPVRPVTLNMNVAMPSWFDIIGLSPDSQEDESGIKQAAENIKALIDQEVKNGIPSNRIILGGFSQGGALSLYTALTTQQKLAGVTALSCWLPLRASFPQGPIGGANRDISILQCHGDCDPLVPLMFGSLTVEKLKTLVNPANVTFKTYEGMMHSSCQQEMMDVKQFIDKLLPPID
* = called active by the depositor; . = no result given. The list is partial; the hit share may differ from the screen's.

SMILES	PAD4 inh	LYPLA2 inh	PAFAH1B3 FP inh	EBNA-1 inh	PAFAH2 FP inh	PREPL inhibitor	GSTO1 inh	ZTA DNA inh	LYPLA1 counter
O=C(COc1ccc(S(=O)(=O)NC2CCCCC2)cc1)NCc1cccnc1	-2	-4	2	0	-4	3	1	6	-1
O=C(OCn1nnc2ccccc2c1=O)c1cccs1	-3	3	5	12	47*	-8	-2	10	-1
Cc1ccc(S(=O)(=O)NCC(c2ccco2)N2CCc3ccccc3C2)cc1 (stereo not drawn)	-4	9	4	-2	1	-13	17	-21	3
Cc1ccc(C(=O)N2CCCN(c3nc4cc5c(cc4cc3C#N)OCO5)CC2)cc1	-4	-1	6	-4	1	37	26	-5	1
NC(=O)c1ccc(Cn2c(C(=O)c3cc(Cl)c(N)c(Cl)c3)c3ccccc3[n+]2[O-])cc1	0	8	16	1	-3	-1	5	1	0
C/C(CC(=O)Nc1cccc2c1CCCC2)=N\NC(=O)c1cccc2ccccc12	2	3	5	3	1	-9	-4	16	-3
CSc1nnc([C@@H]2CCCN2C(=O)OC(C)(C)C)o1	-2	-1	2	-1	-1	8	6	-8	-2
CCOc1ccccc1NC(=O)COC(=O)c1cnc(C)cn1	2	2	5	.	-1	-2	.	-4	2
Cc1sc(=NC(=O)c2ccco2)n(C)c1-c1ccc(Cl)cc1	-1	0	14	0	7	12	2	-17	-1
COc1ccc(CCNC(=O)Cc2ccc([N+](=O)[O-])cc2)cc1OC	2	6	-3	0	2	-3	1	-10	3
CC(=O)CSc1nnc(C(F)(F)F)n1C	5	0	4	4	-3	-4	1	-5	-1
CN(C)c1ccc(/C=C/C(=O)c2ccc(C(C)(C)C)cc2)cc1[N+](=O)[O-]	-2	13	9	7	-2	15	9	1	9
CCN(CC)C(=O)CSc1nnc(-c2ccc(S(=O)(=O)N3CCOCC3)cc2)n1C	-9	4	2	3	11	-8	3	8	5
CCOc1ccc(S(=O)(=O)N2CCCC(C(=O)NCc3ccccn3)C2)cc1 (stereo not drawn)	-2	-4	3	4	0	-5	3	15	-1
CS(=O)(=O)N1N=C(c2ccccc2)CC1c1cccs1 (stereo not drawn)	1	3	6	-1	-7	14	17	-10	-2
COc1ccccc1N1CCN(C(c2cccs2)C(C)NC(=O)c2cccnc2)CC1 (stereo not drawn)	-1	-2	-1	7	-2	11	9	10	0
COc1cc(C(=O)Nc2ccc3nc(N4CCOCC4)sc3c2)cc(OC)c1OC	-5	-12	3	.	-9	11	.	-5	-1
CC(C)c1ccc(NC(=O)c2cnn(-c3ccccc3)c2NC(=O)c2ccco2)cc1	-4	-10	-3	-22	-6	-9	-11	5	-6
COc1ccc(-c2c(-c3cc(OC)cc(OC)c3)n(C)c3ccc(-c4ccc(OC)cc4F)cc23)cc1	-5	-4	-5	.	0	13	.	2	-4
C=CCN(c1ccccc1Cl)S(=O)(=O)c1cccc(C(=O)NCCc2ccc(OC)cc2)c1	-3	-14	-4	7	-11	5	0	-5	-7
Fc1ccc(C(c2ccc(F)cc2)N2CCN(C/C=C/c3ccccc3)CC2)cc1	5	3	6	2	-1	-18	-1	-14	-4
C=CCNC(=O)C1CC1(c1ccccc1)c1ccccc1 (stereo not drawn)	-2	2	-1	2	-1	8	5	5	4
COc1ccccc1NC(=O)Cn1c2ccc(F)cc2c2nc3n(c(=O)c21)CCS3	-3	-4	-2	1	-9	-4	5	12	-5
COc1ccc(C2NC(C(=O)O)Cc3c2[nH]c2ccccc32)cc1CN1CCN(c2ccc(F)cc2)CC1 (stereo not drawn)	-2	1	4	5	-3	35	0	2	-2
CC(C)c1ccc(O)c(NC(=O)c2cccnc2)c1	-3	4	4	12	-1	5	-3	-1	2
CN(Cc1ccsc1)C(=O)CCc1nnc(Cc2c[nH]c3ccccc23)o1	1	3	12	6	8	7	9	-9	4
COc1ccc(-c2cc(=O)oc3c(C)c(OC(C)C(C)=O)ccc23)cc1 (stereo not drawn)	-2	4	1	15	2	3	3	10	-1
COc1ccc2[nH]cc(C(=O)CN(C)CCc3ccc(OC)c(OC)c3)c2c1	-5	-5	7	4	3	3	-7	11	-2
O=C1N[C@@H](Cc2ccccc2)C(=O)N2[C@@H]1C[C@@]1(Br)c3ccccc3N(S(=O)(=O)c3ccccc3)[C@@H]21	-4	5	-4	4	3	-3	1	10	0
O=C(O)c1cccc(NC(=O)c2cccc(S(=O)(=O)N3CCCCC3)c2)c1	1	1	-3	1	-1	8	3	3	-1
O=C(Nc1ccc2ccccc2c1)/C(=C\c1ccc2c(c1)OCO2)NC(=O)c1ccco1	0	-18	4	-5	-14	-9	4	-5	-12
COC(=O)c1cc(S(=O)(=O)NCc2cccc(Br)c2)c[nH]1	-1	0	-5	-2	0	-7	14	7	-2
O=C(COc1ccc(F)cc1)Nc1ccccc1N1CCOCC1	-1	3	7	11	-3	12	11	8	-2
CCN1CCN(c2cc3c(cc2F)c(=O)c(S(=O)(=O)c2ccccc2)cn3C)CC1	-2	-5	13	4	-1	7	5	-8	-2
C=CCn1c(SCC(=O)NC2CCCCC2)nnc1-c1sc(N)nc1C	1	-3	4	-6	0	-1	13	0	0
CCNC(=S)NNC(=O)c1cc(C2CC2)nc2ccccc12	4	2	-4	-3	-7	17	4	-13	-1
COc1ccc(OCc2cc(C(=O)N(C)Cc3cnccn3)no2)c(Cl)c1	1	5	11	-9	-2	2	1	-8	2
N#Cc1ccc(OCC(=O)Nc2cc(S(=O)(=O)N3CCCCC3)ccc2N2CCCCC2)cc1	1	0	0	-8	-9	2	1	-1	3
N#Cc1ccc(CSc2nnc(-c3ccncc3)n2CCc2ccccc2)cc1	-2	-2	3	-12	4	11	-9	-23	-2
CCCC(C(=O)NC1CCCC1)N(C(=O)Cn1nnc(-c2ccc(C)o2)n1)C1CCCC1 (stereo not drawn)	0	-2	3	1	-4	7	2	-8	1

Another view of some results above:
SMILES | PAD4 inh | LYPLA2 inh | PAFAH1B3 FP inh | EBNA-1 inh | PAFAH2 FP inh | PREPL inhibitor | GSTO1 inh | ZTA DNA inh | LYPLA1 counter
COc1ccc(-c2c(-c3cc(OC)cc(OC)c3)n(C)c3ccc(-c4ccc(OC)cc4F)cc23)cc1 | -5 | -4 | -5 | . | 0 | 13 | . | 2 | -4
C=CCN(c1ccccc1Cl)S(=O)(=O)c1cccc(C(=O)NCCc2ccc(OC)cc2)c1 | -3 | -14 | -4 | 7 | -11 | 5 | 0 | -5 | -7
Fc1ccc(C(c2ccc(F)cc2)N2CCN(C/C=C/c3ccccc3)CC2)cc1 | 5 | 3 | 6 | 2 | -1 | -18 | -1 | -14 | -4
C=CCNC(=O)C1CC1(c1ccccc1)c1ccccc1 (stereo not drawn) | -2 | 2 | -1 | 2 | -1 | 8 | 5 | 5 | 4
COc1ccccc1NC(=O)Cn1c2ccc(F)cc2c2nc3n(c(=O)c21)CCS3 | -3 | -4 | -2 | 1 | -9 | -4 | 5 | 12 | -5
COc1ccc(C2NC(C(=O)O)Cc3c2[nH]c2ccccc32)cc1CN1CCN(c2ccc(F)cc2)CC1 (stereo not drawn) | -2 | 1 | 4 | 5 | -3 | 35 | 0 | 2 | -2
CC(C)c1ccc(O)c(NC(=O)c2cccnc2)c1 | -3 | 4 | 4 | 12 | -1 | 5 | -3 | -1 | 2
CN(Cc1ccsc1)C(=O)CCc1nnc(Cc2c[nH]c3ccccc23)o1 | 1 | 3 | 12 | 6 | 8 | 7 | 9 | -9 | 4
COc1ccc(-c2cc(=O)oc3c(C)c(OC(C)C(C)=O)ccc23)cc1 (stereo not drawn) | -2 | 4 | 1 | 15 | 2 | 3 | 3 | 10 | -1
COc1ccc2[nH]cc(C(=O)CN(C)CCc3ccc(OC)c(OC)c3)c2c1 | -5 | -5 | 7 | 4 | 3 | 3 | -7 | 11 | -2
O=C1N[C@@H](Cc2ccccc2)C(=O)N2[C@@H]1C[C@@]1(Br)c3ccccc3N(S(=O)(=O)c3ccccc3)[C@@H]21 | -4 | 5 | -4 | 4 | 3 | -3 | 1 | 10 | 0
O=C(O)c1cccc(NC(=O)c2cccc(S(=O)(=O)N3CCCCC3)c2)c1 | 1 | 1 | -3 | 1 | -1 | 8 | 3 | 3 | -1
O=C(Nc1ccc2ccccc2c1)/C(=C\c1ccc2c(c1)OCO2)NC(=O)c1ccco1 | 0 | -18 | 4 | -5 | -14 | -9 | 4 | -5 | -12
COC(=O)c1cc(S(=O)(=O)NCc2cccc(Br)c2)c[nH]1 | -1 | 0 | -5 | -2 | 0 | -7 | 14 | 7 | -2

The results go on.
SMILES	PAD4 inh	LYPLA2 inh	PAFAH1B3 FP inh	EBNA-1 inh	PAFAH2 FP inh	PREPL inhibitor	GSTO1 inh	ZTA DNA inh	LYPLA1 counter
COc1ccc(N2CCN(CC(=O)NCc3ccccc3)CC2)cc1	-2	8	4	8	1	17	3	-7	2
CCc1nn2c(=O)c(S(=O)(=O)Nc3cccc(F)c3)c(C)nc2s1	-1	-5	7	6	13	3	-3	6	-3
CCOc1ccc(-c2nc(CSCC(=O)NC3CCCc4ccccc43)c(C)o2)cc1 (stereo not drawn)	-4	0	-1	7	1	4	10	11	2
CCc1cc2c(=O)c(-c3cnn(-c4ccccc4)c3)c(C)oc2c(CN2CCCCC2)c1O	-2	9	2	-5	9	-4	1	-13	3
Cc1cccc(NNC(=S)Nc2c(C)cccc2C)c1	3	-1	2	2	-1	7	-4	1	0
Cc1ccc(C)c(NC(=O)Cn2nc([N+](=O)[O-])c(Br)c2C)c1	0	5	-5	20	-1	8	-2	6	3
Cn1c(=O)c(=O)n(C)c2cc(N3CCCC3)c(NS(=O)(=O)c3ccc(F)cc3)cc21	1	14	12	2	9	12	20	-1	-2
O=S1(=O)CCOC[C@H](c2ccccc2)N1Cc1ccccc1F	5	-1	3	4	-5	-5	-5	-2	-1
O=C(O)C1C2C=CC(C2)C1C(=O)NCCC1=CCCCC1 (stereo not drawn)	-4	4	5	4	7	0	3	9	5
CC(=O)c1cc(NC(=O)c2ccc(C)cc2)c(=O)oc1/C=C/N(C)C	-6	-2	-2	7	1	8	6	3	-1
CCc1ccc(NC(=O)CCNS(=O)(=O)c2cccs2)cc1	0	3	6	2	-3	-3	-3	-3	0
c1ccc(/N=C2\N=C(Nc3ccccn3)c3ccccc32)nc1	-5	-1	1	7	-8	-8	-2	6	1
Cc1ccc(CN2CCCC(C(=O)N3CCCC3)C2)cc1 (stereo not drawn)	-1	2	6	1	-2	4	-8	-10	1
CSCC[C@H](NC(=O)NCc1cccs1)C(=O)O	-6	7	9	5	-1	2	-3	-7	4
COC(=O)C1=C(C)N(C)C(=O)NC1c1c(O)ccc2ccccc12 (stereo not drawn)	-3	1	6	8	-2	-2	3	14	1
COc1ccc2[nH]c(=O)c(CN(C(C)=O)c3cccc(C)c3)cc2c1	-2	-6	-3	4	6	-3	2	0	-1
Cc1cc(C)c(C)c(S(=O)(=O)N2CCN(C(=O)c3cc(S(=O)(=O)N4CCOCC4)ccc3F)CC2)c1C	-4	.	3	.	0	9	.	.	.
O=C(OCc1csc(-c2ccccc2)n1)c1cccs1	-5	8	4	-5	3	12	6	-19	2
Cc1nc2ccc(NC(=O)c3ccc(Cl)c([N+](=O)[O-])c3)cc2s1	2	6	-1	1	-5	11	4	-1	-3
COc1cc(-c2noc(-c3ccccc3C(=O)NCc3ccco3)n2)cc(OC)c1OC	-6	0	6	-7	4	-12	7	-16	1
CN(C)S(=O)(=O)c1ccc(C(=O)OCC(=O)Nc2ccccc2OC(F)F)cc1	-4	-4	0	-17	-1	4	-4	2	2
